# Autophagy mod: autophagy modulators in MEF cells, primary screen, imaging, high-content, MEF GFP-LC3. MEF GFP-LC3 puncta imaging; test concentration mostly 10 µM. calls only at 10 µM (by protocol). hit rate 0.98% among 190,000;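 active = percentage of spot-positive cells more than 3 SD above its plate mean, without a fluorescence outlier flag or 80% toxicity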;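 also: spot-positive cell cutoff set from DMSO-treated cells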
# Ins promoter up: insulin promoter activators in MIN6 cells, imaging, high-content screening, mouse beta cells. MIN6 insulin promoter-GFP reporter; hits give high values. z-score at 5 µM. hit rate 0.3% among 190,000;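 active = z-score above 3 at 5 µM with at least 500 cells counted in the well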
# MT stabilizer: microtubule stabilizers in HeLa cells, primary screen, imaging, high-content imaging; AID 2205, 2009; % tubulin-high responders, % at 10 µM; HeLa tubulin immunostaining HCS, 24 h; share of cells brighter than vehicle mean+2SD; hit rate 0.83% among 200,000;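 active = plate Z-score above 3 for both tubulin-high and condensed-nucleus cell shares, with cell loss under 80%, at 10 µM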;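 also: anti alpha tubulin signal scored within the nucleus-defined area of each cell; some results filed as inactive read as strong as hits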
# Yfh1-off respiration: enhancers of respiration in Yfh1-depleted yeast, dose response, Friedreich's ataxia, plus single-dose screen (AID 1465); S. cerevisiae Yfh1-off respiration, WST-1 reduction, 72 h; higher fold induction means a stronger effect; fold induction at 50 µM, or EC50 in µM where a hit was titrated; hit rate 0.074% among 220,000;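 active = fold induction of absorbance versus untreated yeast above a set limit, then at least 30% activation at any dose in follow-up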;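 also: activators that raise dye reduction in frataxin-depleted yeast; strong numbers were not always called active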
# bCat nuc transl: modulators of beta-catenin nuclear translocation, primary screen, imaging, HeLa cells, immunofluorescence, high-content. nuclear translocation activity, % at 5 µM. hit rate 0.3% among 190,000. AID 1665, 2009;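 active = nuclear translocation activity above 50% at 5 µM, with a well cell count of 50 or more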;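 also: per-cell ratio of nuclear to cytoplasmic median beta-catenin stain intensity; plate controls were DMSO negative control for no effect and GSK-3 inhibitor IX positive control for full effect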
#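 Test system: human HeLa cells, native beta-catenin. Compound dosing: 5 µM primary single dose, 0.1% DMSO, 0.02–20 µM confirmation series. Incubation: compound exposure 24 h at 37°C. Detection: beta-catenin immunostaining with DAPI counterstain, 20x imaging, 6 fields/well. Read-out basis: Nuclear/cytoplasmic beta-catenin signal ratio, % activation.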
# WT yeast gro inh: growth inhibition of WT strain, primary screen, mitochondrial fusion inhibitor project, WT and mutant strains, chemical genetic | hit rate 2.1% among 190,000 | inhibition, % at 10 µM | mitochondrial fusion phenotypic screen; in the data active = inhibition above about 58%; tested in S. cerevisiae
# PMI inhibitors: inhibitors of human PMI, primary screen, biochemical, fluorescence intensity, coupled assay (AID 1209). hit rate 0.42% among 190,000. Mannose-6-phosphate isomerase (Homo sapiens). one-dose inhibition, % at 20 µM; IC50 in µM for titrated hits. purified PMI enzyme, coupled fluorescence intensity; higher % means a stronger effect;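 also: plate controls were DMSO vehicle for no effect and wells lacking substrate for full effect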
# PMI inhibition: human PMI inhibitors, high substrate, primary screen, biochemical, fluorescence intensity, high mannose 6-phosphate (AID 1220) | recombinant PMI enzyme, coupled fluorescence intensity; higher % means a stronger effect | inhibition, % at 20 µM, or IC50 in µM where a hit was titrated | hit rate 0.66% among 190,000
# Dynein transport: inhibitors of GR-EGFP nuclear translocation, primary screen, dynein cargo transport inhibitor project, imaging, high-content, 3617.4 mouse cells; test concentration mostly 20 µM; stimulated with dexamethasone, 1 µM; hits give low values; z-score, hits read low; hit rate 0.47% among 220,000; AID 1381, 2008;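 active = plate z-score of nuclear minus cytoplasmic receptor signal below a set negative limit, without overly bright fluorescence or cell loss, cut at about -3.5 in these data, passing the limit was not always enough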;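 also: z-score of nuclear minus cytoplasmic ring GR-EGFP intensity difference per well; some compounds called inactive have numbers as strong as hits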
#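 medium = tetracycline-free induction medium containing charcoal-stripped FBS | also added = 1.0 µM final dexamethasone stimulus | schedule = 48 h induction, 1 h compound, 30 min dex at 37 °C | technique = fixed, Hoechst-stained cells imaged at 10x for EGFP | measure = GR-EGFP nuclear translocation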
# WT yeast gro inh mutant strain: recorded beside WT yeast gro inh, whose call it bears; inhibition, %; mitochondrial fusion phenotypic screen, mutant strain inhibition
# Dynein transport cytoplasmic EGFP: further read-out of Dynein transport, marked with its call; z-score; measured here: cytoplasmic GR-EGFP intensity; hits give high values
# Dynein transport nuclear GR-EGFP: recorded beside Dynein transport, whose call it bears; z-score; measured here: nuclear GR-EGFP intensity;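 lower value marks the stronger effect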
# Dynein transport cell count: second read-out of Dynein transport, no call of its own (marks repeat the call); z-score; measured here: cell count per field
# Ins promoter up cell count: further read-out of Ins promoter up, marked with its call; cell count; measured here: cytotoxicity, nuclei count;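 total cells summed across four imaged fields per well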
# bCat nuc transl cell count 5 µM: recorded beside bCat nuc transl, whose call it bears; cell count; measured here: cell count, cytotoxicity flag
# MT stabilizer Hoechst-high %: further read-out of MT stabilizer, marked with its call; % Hoechst-high responders; measured here: nuclear condensation Hoechst responders;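 share of cells brighter than vehicle mean plus two SD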
# MT stabilizer cytotoxicity %: recorded beside MT stabilizer, whose call it bears; toxicity, %; measured here: cytotoxicity by cell density;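 0% = mean cell density of plate MIN control wells and 100% = no cells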
# Autophagy mod cell loss 18 h: also measured in Autophagy mod; calls as there; toxicity, %; measured here: cell loss, nuclei count;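 cell loss after 18 h compound exposure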
# * hit, by the source's call; i = inactive; . = not tested or not shown. Rule as the data show it, unless noted: active = inhibition above about 50%; inactive = the rest.
smiles,Dynein transport cytoplasmic EGFP,Autophagy mod,bCat nuc transl cell count 5 µM,MT stabilizer cytotoxicity %,Yfh1-off respiration,Ins promoter up cell count,MT stabilizer Hoechst-high %,Ins promoter up,WT yeast gro inh mutant strain,WT yeast gro inh,MT stabilizer,PMI inhibitors,PMI inhibition,bCat nuc transl,Dynein transport nuclear GR-EGFP,Dynein transport,Dynein transport cell count,Autophagy mod cell loss 18 h
COc1ccc(-n2c(O)c(C(C)=NCc3ccco3)c(=O)[nH]c2=O)cc1,-0.25,i,1072,7.0,i,1065,1.9,1.5,-3,-21,2.2,6%,8%,-2.3,0.13,-0.26,0.0089,-5
CCCC(=O)N(C)C1=Nc2ccc(Cl)cc2C(c2ccccc2)=[N+]([O-])C1,-0.11,.,1355,.,i,1100,.,-0.68,.,.,.,.,.,-0.3,0.69,0.037,-1.2,.
Cc1cc(/C=C2\C(=O)NC(=O)N(c3ccc(F)cc3)C2=O)c(C)n1-c1ccc(C(=O)O)cc1,-0.17,i,1061,5.2,i,1482,1.8,1.1,-14,-10,2.9,-5%,3%,-0.2,-0.33,-0.92,1,-4
COc1ccc2c(c1OC)C(=O)OC2c1c(O)n(C2CCCCC2)c(=O)[nH]c1=O (stereo not drawn),-0.27,i,1043,7.6,i,.,2.1,.,-18,-3,1.1,10%,5%,0.2,-0.38,-0.66,-0.13,4
CCCCCCCC(=O)NC(Oc1ccccc1[N+](=O)[O-])C(Cl)(Cl)Cl (stereo not drawn),-0.55,i,.,17,i,826,1.4,0.21,19,18,1.4,1%,4%,.,0.76,1.8,0.56,-10
COc1cc(-n2c(=S)[nH]c3ccccc3c2=O)c(Cl)cc1Cl,-0.22,i,.,7.0,i,.,5.0,.,14,-17,14,11%,4%,.,-0.12,0.042,-0.023,-26
CN(C)c1ccc(C(=O)c2ccc(N(C)C)cc2)cc1,-0.063,i,.,76*,i,813,18*,-1,4,2,46*,11%,2%,.,-0.34,-0.38,0.026,40
Cc1cc(Oc2ccc(C(F)(F)F)cc2[N+](=O)[O-])c2c3c(c(=O)oc2c1)CCCC3,-0.26,i,1109,11,i,1378,2.3,0.08,27,-2,6.1,11%,7%,-2.3,-0.28,-0.23,0.15,9
O=C(C(=O)N1CCOCC1)c1cn(Cc2ccccc2Cl)c2ccccc12,-0.31,i,935,16,i,1611,2.0,0.07,11,22,4.3,3%,1%,2.9,0.94,0.44,-0.66,7
Cc1c(N=Cc2c(O)n(CCc3ccc(F)cc3)c(=O)[nH]c2=O)c(=O)n(-c2ccccc2)n1C,-0.21,i,1008,5.8,i,1217,2.7,0.02,-12,-13,2.6,10%,4%,0.5,-0.15,-0.2,0.0063,-3
CC(C(=O)c1ccc2ccccc2c1)N1CCCCC1 (stereo not drawn),-0.27,i,1147,1.8,i,1353,1.0,-0.16,5,0,2.2,-5%,1%,3.5,-0.37,-0.9,0.7,26
CCOP(=O)(OCC)C(O)c1ccc(N(C)C)cc1 (stereo not drawn),0.028,.,1366,.,i,1068,.,-0.13,.,.,.,.,.,-0.7,-0.5,-1.7,1.2,.
CN1CCN(c2nc(N)cc(=O)[nH]2)CC1,0.035,.,1247,.,i,1032,.,-0.29,.,.,.,.,.,0.9,0.24,1.3,-0.57,.
O=C1NC(=O)N(Cc2ccco2)C(=O)/C1=C/C=C/c1ccco1,3.9*,.,1262,.,i,712,.,-0.04,.,.,.,.,.,1.0,-2.1*,-3.8*,-0.5*,.
CCC(=NC(C)c1ccccc1)c1c(O)[nH]c(=O)[nH]c1=O (stereo not drawn),-0.24,.,1337,.,i,927,.,-2.9,.,.,.,.,.,0.2,-0.13,-1.5,0.79,.
CCCCCCn1c(O)c(C=NC2CCN(Cc3ccccc3)CC2)c(=O)[nH]c1=O,-0.0074,i,1053,8.6,i,789,0.7,-0.22,18,17,0.8,9%,5%,1.3,0.28,-0.094,-0.099,1
Cc1cccc(C)c1OP(N)(=O)OCC(F)(F)F (stereo not drawn),-0.3,i,.,12,i,1382,4.9,-0.38,-6,-2,1.4,0%,3%,.,0.13,0.94,-0.51,4
O=c1[nH]c(O)c(/C=C2\C=NN=C2c2ccccc2)c(=O)[nH]1,-0.25,i,.,4.2,i,961,1.5,-0.92,21,22,2.4,-11%,-16%,.,-0.11,-0.37,0.24,-13
CN1C(=O)CN=C(c2ccccc2)c2cc(Cl)ccc21,.,.,1193,.,.,1514,.,0.37,3,-6,.,1%,1%,-2.1,.,.,.,.
O=C(CSC1c2ccccc2-c2ccccc21)N/N=C/c1ccccc1C(=O)O,-0.14,i,1474,6.5,i,1549,1.0,-0.4,10,15,2.3,11%,4%,-0.4,0.34,0.33,-0.92,-8
CCOc1cc(C=C2C(=O)NC(=O)NC2=O)ccc1OS(=O)(=O)c1ccccc1,0.086,i,.,5.3,i,801,1.1,0.76,-4,-4,1.1,5%,1%,.,-0.15,-0.76,1.1,-3
O=C1/C(=C\c2ccc([N+](=O)[O-])cc2)N2CCC1CC2,-0.16,i,460,3.2,i,1171,2.9,0.61,-11,-9,4.0,-4%,-4%,2.3,-0.83,-1,0.76,-9
CN1CC(C(=O)c2ccc(Cl)cc2)C(c2ccc(N(C)C)cc2)C1 (stereo not drawn),-0.29,i,1408,7.3,i,1385,1.2,-0.24,8,16,1.0,5%,10%,0.2,-0.28,-0.46,0.5,21
CC(=O)Nc1ccc(OC(=O)N2CCCCC2)cc1,-0.22,i,1144,9.4,i,1241,1.8,-0.33,0,2,2.1,3%,2%,1.5,0.13,-0.42,0.35,-4
CC(=NCCc1ccccc1)c1c(O)n(C)c(=O)n(C)c1=O,0.022,.,1337,.,i,1254,.,0.03,.,.,.,.,.,-0.1,-0.052,-0.11,-0.28,.
COc1cccc(C(=O)C2CCCN(Cc3cccc(C)n3)C2)c1 (stereo not drawn),-0.0038,i,894,0.5,i,1484,1.7,0.07,.,.,2.5,10%,11%,1.6,1.5,2,-2,-8
O=C(Nc1ccc(OC(=O)N2CCCCC2)cc1)N1CCOCC1,-0.24,i,977,3.4,i,1671,1.7,-0.23,-16,1,1.9,11%,12%,-1.7,0.56,2,-0.064,-5
CCCCn1c(NS(=O)(=O)c2ccc(C)cc2)c(C(=O)OCC)c2nc3ccccc3nc21,-0.3,i,908,3.9,i,1281,3.2,0.36,-11,40,3.1,17%,52%*,-0.4,0.017,0.73,-0.29,14
CCCCOCCCN1C(C)=CC(=C2C(=O)NC(=S)NC2=O)C=C1C,-0.27,.,1313,.,i,717,.,-0.39,.,.,.,.,.,1.8,-0.12,-0.017,-0.12,.
CC(C)CN1CCN(Cc2c(F)cccc2Cl)CC1CCO (stereo not drawn),-0.13,i,981,12,i,1479,1.6,0.39,-7,1,3.1,7%,3%,-0.9,0.91,1.6,-1.4,11
Cc1cc(NC(=O)COC(=O)c2c(C)nn(Cc3ccccc3)c2Cl)no1,0.3,i,1009,4.3,i,1415,1.6,-0.27,-10,-12,1.4,16%,20%,0.0,0.43,0.18,-0.65,17
CC(c1ccccc1)(c1ccccc1)c1ccncc1,-0.38,i,1051,3.7,i,1147,2.4,0.12,19,27,3.3,1%,2%,-2.2,-0.63,-0.15,-0.27,0
C=CCn1c(O)c(C=NCCN2CCNCC2)c(=O)[nH]c1=O,0.33,i,1203,8.2,i,847,2.2,0.5,.,.,4.2,14%,4%,-2.4,-0.019,0.14,1.3,-27
O=c1[nH]c(=S)n(-c2ccccc2F)c(O)c1C=Nc1ccc(N2CCOCC2)cc1,-0.14,i,1044,11,i,1263,2.5,0.35,-2,-3,4.2,15%,36%,1.3,-0.32,-0.81,-0.14,10
CC12CCC3C(CC=C4CC5(CCC43C)OCCO5)C1CCC2=O (stereo not drawn),-0.2,i,1530,9.2,i,1165,2.2,0.06,38,-9,1.6,.,.,-0.7,-0.66,-0.93,0.33,-6
Cc1ccc(OCCSC2=NN2c2cc(C)nc(N)n2)cc1,-0.29,i,1012,7.7,i,1473,1.3,-1.2,3,12,3.0,2%,-6%,1.2,0.65,0.9,-0.76,7
O=C(c1ccc(Cl)cc1)C1CCCN(Cc2ccc3ncccc3c2)C1 (stereo not drawn),0.043,i,1436,2.8,i,1391,1.2,0.41,45,55,10,1%,-1%,1.8,-0.44,-1.2,0.24,10

# Full records, looked up by structure.
# C=CCn1c(O)c(C=NCCN2CCNCC2)c(=O)[nH]c1=O across the screens: Dynein transport cytoplasmic EGFP: 0.33; Autophagy mod: i; bCat nuc transl cell count 5 µM: 1203; MT stabilizer cytotoxicity %: 8.2; Yfh1-off respiration: i; Ins promoter up cell count: 847; MT stabilizer Hoechst-high %: 2.2; Ins promoter up: 0.5; WT yeast gro inh mutant strain: .; WT yeast gro inh: .; MT stabilizer: 4.2; PMI inhibitors: 14%; PMI inhibition: 4%; bCat nuc transl: -2.4; Dynein transport nuclear GR-EGFP: -0.019; Dynein transport: 0.14; Dynein transport cell count: 1.3; Autophagy mod cell loss 18 h: -27
# O=c1[nH]c(=S)n(-c2ccccc2F)c(O)c1C=Nc1ccc(N2CCOCC2)cc1 across the screens: Dynein transport cytoplasmic EGFP: -0.14; Autophagy mod: i; bCat nuc transl cell count 5 µM: 1044; MT stabilizer cytotoxicity %: 11; Yfh1-off respiration: i; Ins promoter up cell count: 1263; MT stabilizer Hoechst-high %: 2.5; Ins promoter up: 0.35; WT yeast gro inh mutant strain: -2; WT yeast gro inh: -3; MT stabilizer: 4.2; PMI inhibitors: 15%; PMI inhibition: 36%; bCat nuc transl: 1.3; Dynein transport nuclear GR-EGFP: -0.32; Dynein transport: -0.81; Dynein transport cell count: -0.14; Autophagy mod cell loss 18 h: 10

# Screens as filed in PubChem BioAssay.

# Some of the compounds tested, so the mix of outcomes need not match the whole.
